STAT3 inh – STAT3 signaling inhibition | U3A cells, IL-6 STAT3-luciferase reporter, luminescence; host cell line lacks STAT1 | inhibition, % at 5.5 µM | 190,000 compounds, 0.89% hits | AID 862;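 active means inhibition above the mean inhibition across all screened compounds plus 3 SD, cut at about 44% in these data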;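 further: 0% = DMSO only wells and 100% = 100 µM nifuroxazide control wells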
STAT1 activator – increases IFN-gamma driven STAT1 reporter signal; AID 932; 200,000 compounds, 2.6% hits; NIH 3T3 STAT1-luciferase reporter, luminescence; 100% = IFN-gamma alone, no compound; activation (% of control), % at 5.5 µM;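 active means activation above the screen-wide mean activation plus 3 SD, cut at about 130% in these data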;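 further: raw ratio to IFN-gamma control signal so 100% means no change and 0% no light; values of inactives mirror those of a sister screen read the other way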
NF-kB neuron act – NF-kB expression increase, human neuronal cells; NF-kB reporter expression; stronger effect = higher value; fold change at 12.5 µM; 190,000 compounds, 1.6% hits; AID 1239; in the data active means fold change above about 3.3
Hsp70 act – switches on Hsp70 transcription | HeLa Hsp70 promoter luciferase reporter, luminescence; scaled: vehicle 0, proteasome-inhibitor control 100% | activation, % at 10 µM | 200,000 compounds, 0.04% hits | AID 1203;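 active means activation above the mean across all tested compounds plus 3 SD, cutoff set per campaign, cut at about 5.5% in these data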;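 further: 100% = MG132 at 30 µM as the positive control and 0% = DMSO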
APP 5'UTR act – activates APP 5'UTR luciferase reporter. SH-SY5Y APP 5'UTR luciferase reporter, luminescence; zero percent = DMSO vehicle wells. activation, % at 2 µM. 190,000 compounds, 1% hits;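 active means activation above a set limit, based on mean plus 3 SD of controls, cut at about 140% in these data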; further: values of inactives mirror those of a sister screen read the other way
Efa HMGR inh – inhibitors of class II HMG-CoA reductase from Enterococcus faecalis | purified E. faecalis HMGR, NADPH absorbance 340 nm kinetic | inhibition, % at 10 µM | 190,000 compounds, 0.41% hits | AID 1066;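 active means inhibition above a set limit, the median over all tested compounds plus 3 SD, cut at about 9.5% in these data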;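 further: enzyme runs in reverse so mevalonate oxidation gives rising NADPH absorbance; 0% = complete reaction with DMSO and 100% = background rate lacking mevalonate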
STAT3 activator – increases IL-6 driven STAT3 reporter signal | U3A cells, IL-6 STAT3-luciferase reporter, luminescence; 100% = signal with IL-6 EC80 alone | activation (% of control), % at 5.6 µM | 190,000 compounds, 0.91% hits | AID 871;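 active means activation above the screen-wide mean of compound activation plus 3 SD, cut at about 130% in these data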;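 further: 0% = background luminescence of wells with medium and substrate only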
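Material: STAT3-luciferase reporter U3A cells. Controls: IL-6-treated wells, 100% activation. Read-out: % activation versus median of IL-6-stimulated wells. Probe or stimulus: IL-6 stimulus at 33 ng/mL final. Timing: compound 1 h, then IL-6 6 h at 37 °C. Signal: reporter luminescence signal.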
TLR4-MyD88 BLA – inhibitors of human TLR4-MyD88 binding | HeLa CL3-4 TLR4/MyD88 BLA complementation, FRET ratio | inhibition, % at 8.4 µM | 200,000 compounds, 0.18% hits | AID 861; in the data active means inhibition above about 25%;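 further: 0% = vehicle and 100% = reference inhibitor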
Target sequence (O00206 whole entry, looked up): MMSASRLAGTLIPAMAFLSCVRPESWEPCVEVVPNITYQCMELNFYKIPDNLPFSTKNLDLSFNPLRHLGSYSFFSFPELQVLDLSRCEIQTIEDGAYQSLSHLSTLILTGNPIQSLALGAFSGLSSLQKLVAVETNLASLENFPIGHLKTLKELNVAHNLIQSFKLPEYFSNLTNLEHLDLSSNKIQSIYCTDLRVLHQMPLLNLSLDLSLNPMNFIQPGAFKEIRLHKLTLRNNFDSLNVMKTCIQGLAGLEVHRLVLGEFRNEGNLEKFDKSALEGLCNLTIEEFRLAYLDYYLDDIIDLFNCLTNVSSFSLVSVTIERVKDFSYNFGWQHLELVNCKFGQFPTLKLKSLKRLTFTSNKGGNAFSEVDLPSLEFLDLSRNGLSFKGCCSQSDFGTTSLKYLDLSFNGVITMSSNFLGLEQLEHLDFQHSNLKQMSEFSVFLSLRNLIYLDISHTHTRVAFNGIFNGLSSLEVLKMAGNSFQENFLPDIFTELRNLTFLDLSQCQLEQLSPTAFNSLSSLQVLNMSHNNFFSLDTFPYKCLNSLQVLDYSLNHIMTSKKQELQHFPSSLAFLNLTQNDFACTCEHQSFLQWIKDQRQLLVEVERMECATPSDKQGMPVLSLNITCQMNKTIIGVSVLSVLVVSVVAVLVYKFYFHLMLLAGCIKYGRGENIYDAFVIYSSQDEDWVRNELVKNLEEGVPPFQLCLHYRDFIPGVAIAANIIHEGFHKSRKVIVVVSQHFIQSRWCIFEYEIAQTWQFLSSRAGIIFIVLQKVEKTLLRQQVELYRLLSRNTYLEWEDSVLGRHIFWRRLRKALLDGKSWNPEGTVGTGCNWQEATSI
Target sequence (Q99836 whole entry, looked up): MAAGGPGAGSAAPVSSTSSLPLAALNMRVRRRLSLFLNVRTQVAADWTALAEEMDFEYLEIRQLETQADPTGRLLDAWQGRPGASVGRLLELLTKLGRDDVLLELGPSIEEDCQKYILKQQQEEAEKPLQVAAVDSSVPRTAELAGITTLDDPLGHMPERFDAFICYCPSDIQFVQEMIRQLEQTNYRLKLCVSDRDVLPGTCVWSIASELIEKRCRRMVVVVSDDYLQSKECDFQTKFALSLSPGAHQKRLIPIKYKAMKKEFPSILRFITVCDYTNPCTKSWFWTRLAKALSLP
Redox H2O2 prof – compounds producing H2O2 with reducing agent – biochemical, NIH compound library profiling, artefact control for MLSCN library redox annotation, primary screen; 200,000 compounds, 0.03% hits; AID 878; DTT-dependent redox cycling H2O2, phenol red/HRP absorbance; 100% = 100 µM peroxide control, 0% = buffer; activation, % at 10 µM;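 active means activation of at least 50% relative to the plate's high and low controls in the primary single-dose screen; inactive means activation below 50%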;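 further: compound incubated with DTT at 0.8 mM final as the reducing agent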
STAT1 blocker – inhibitors of IFN-gamma induced STAT1 signaling; NIH 3T3 STAT1-luciferase reporter, luminescence; inhibition, % at 5.5 µM; 200,000 compounds, 0.35% hits; AID 920;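 active means inhibition above a set limit, the mean inhibition across all tested compounds plus 3 SD, cut at about 34% in these data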;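 further: 0% = IFN-gamma with DMSO and 100% = IFN-gamma with 300 µM nifuroxazide; values of inactives mirror those of a sister screen read the other way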
* marks the source's active call; other numbers are inactive results.

Screening CCC(=O)Nc1sc(Cc2ccccc2)c(C)c1C(N)=O returned STAT3 inh 4, STAT1 activator 101, NF-kB neuron act 0.79, Hsp70 act -0.1, APP 5'UTR act -19, Efa HMGR inh 1, STAT3 activator 99, TLR4-MyD88 BLA -8, Redox H2O2 prof 0.7 and STAT1 blocker -3.
Screening CCN1CCN(C(=O)CN(CC)S(=O)(=O)c2ccc(Cl)cc2)CC1 returned STAT3 inh 0, STAT1 activator 100, NF-kB neuron act 1.3, Hsp70 act 0.1, APP 5'UTR act -4, Efa HMGR inh 0, STAT3 activator 99, TLR4-MyD88 BLA 3, Redox H2O2 prof -0.2 and STAT1 blocker 0.
Screening Cn1nc(-c2ccc(Cl)cc2)c2cc(C(=O)NCc3ccco3)sc21 returned STAT3 inh -58, STAT1 activator 87, NF-kB neuron act 0.68, Hsp70 act -0.2, APP 5'UTR act -7, Efa HMGR inh -4, STAT3 activator 158*, TLR4-MyD88 BLA -1, Redox H2O2 prof -1.2 and STAT1 blocker 14.
`O=S(=O)(CCSc1nc2ccccc2s1)c1nc2ccccc2s1` gave STAT3 inh -15, STAT1 activator 97, NF-kB neuron act 1.1, Hsp70 act -0.4, APP 5'UTR act -30, Efa HMGR inh 2, STAT3 activator 113, TLR4-MyD88 BLA 4, Redox H2O2 prof -0.5 and STAT1 blocker 0.
Cc1ccc(S(=O)(=O)N2CCCCC2C(=O)N2CCN(Cc3ccccc3)CC2)cc1 (stereo not drawn) was read as STAT3 inh 2, STAT1 activator 101, NF-kB neuron act 0.98, Hsp70 act -0.4, APP 5'UTR act 1, Efa HMGR inh -11, STAT3 activator 107, TLR4-MyD88 BLA -20, Redox H2O2 prof 2.0 and STAT1 blocker -2.
Screening COc1ccc(C(NC(=O)CNC(C)=O)C(=O)Nc2ccc3c(c2)OCCO3)cc1 (stereo not drawn) returned STAT3 inh 8, STAT1 activator 103, NF-kB neuron act 0.92, Hsp70 act -0.4, APP 5'UTR act 12, Efa HMGR inh 0, STAT3 activator 95, TLR4-MyD88 BLA 5, Redox H2O2 prof -9.3 and STAT1 blocker -3.
CCc1cc(C(=O)Cc2cnn(-c3ccccc3)c2)c(O)cc1O was read as STAT3 inh 0, STAT1 activator 96, NF-kB neuron act 1, Hsp70 act 0.2, APP 5'UTR act 6, Efa HMGR inh -1, STAT3 activator 103, TLR4-MyD88 BLA -10, Redox H2O2 prof -0.6 and STAT1 blocker 4.
For Cc1ccc(CN2CCN(Cc3ccccc3-c3ccco3)CC2CCO)o1 (stereo not drawn) the results were STAT3 inh -6, STAT1 activator 101, NF-kB neuron act 1.1, Hsp70 act -0.1, APP 5'UTR act 16, Efa HMGR inh -7, STAT3 activator 109, TLR4-MyD88 BLA 0, Redox H2O2 prof 0.5 and STAT1 blocker -3.
Cc1ccc(C(=O)NCC2CCCO2)cc1[N+](=O)[O-] (stereo not drawn) was read as STAT3 inh 2, STAT1 activator 99, NF-kB neuron act 1.4, Hsp70 act 0.3, APP 5'UTR act 3, Efa HMGR inh -3, STAT3 activator 97, TLR4-MyD88 BLA 8, Redox H2O2 prof -0.9 and STAT1 blocker 1.
Screening COC(=O)c1ccc(Cl)c(NC(=O)CN2CCC(C)CC2)c1 returned STAT3 inh 11, STAT1 activator 114, NF-kB neuron act 1.6, Hsp70 act -0.6, APP 5'UTR act -1, Efa HMGR inh -4, STAT3 activator 96, TLR4-MyD88 BLA 0, Redox H2O2 prof 0.1 and STAT1 blocker -15.
Screening Cc1cc(-c2ccccc2)nc2cc(C(=O)NCc3ccco3)nn12 returned STAT3 inh 4, STAT1 activator 93, NF-kB neuron act 1.2, Hsp70 act -0.2, APP 5'UTR act 3, Efa HMGR inh -2, STAT3 activator 99, TLR4-MyD88 BLA -2, Redox H2O2 prof -1.2 and STAT1 blocker 7.
Screening Cn1nnnc1SCC(=O)NNC(=O)c1ccc(F)cc1 returned STAT3 inh -10, STAT1 activator 99, NF-kB neuron act 1.2, Hsp70 act -0.5, APP 5'UTR act 4, Efa HMGR inh -3, STAT3 activator 113, TLR4-MyD88 BLA 18, Redox H2O2 prof 0.0 and STAT1 blocker -2.
COCCCNC(=O)CSc1nc2ccc(N3CCOCC3)cc2c(=O)n1CCc1ccccc1 was read as STAT3 inh 14, STAT1 activator 99, Hsp70 act 0.0, APP 5'UTR act 1, STAT3 activator 90, TLR4-MyD88 BLA 0, Redox H2O2 prof 1.6 and STAT1 blocker 1.
Screening CCC(CC)NC(=O)Cc1ccc(S(=O)(=O)N2CCOCC2)s1 returned STAT3 inh -1, STAT1 activator 102, NF-kB neuron act 1, Hsp70 act -0.1, APP 5'UTR act 6, Efa HMGR inh -1, STAT3 activator 101, TLR4-MyD88 BLA -8, Redox H2O2 prof 0.1 and STAT1 blocker -2.
For OCCNc1nc(NCCC2=CCCCC2)nc(N2CCOCC2)n1 the results were STAT3 inh 16, STAT1 activator 90, NF-kB neuron act 0.75, Hsp70 act -0.1, APP 5'UTR act -5, Efa HMGR inh 4, STAT3 activator 90, TLR4-MyD88 BLA -11, Redox H2O2 prof 0.5 and STAT1 blocker 11.
Cc1ccc(OCC(=O)OCC(=O)c2c(N)n(C)c(=O)n(C)c2=O)cc1C was read as STAT3 inh 3, STAT1 activator 99, NF-kB neuron act 1.2, Hsp70 act -0.4, APP 5'UTR act -11, Efa HMGR inh 1, STAT3 activator 103, TLR4-MyD88 BLA 2, Redox H2O2 prof 0.1 and STAT1 blocker 1.
Screening CC(=O)Nc1ccc(S(=O)(=O)Oc2ccc(C(=S)N3CCC(O)CC3)cc2)cc1 returned STAT3 inh 14, STAT1 activator 101, NF-kB neuron act 0.78, Hsp70 act -0.4, APP 5'UTR act 1, Efa HMGR inh 0, STAT3 activator 95, TLR4-MyD88 BLA 12, Redox H2O2 prof -0.3 and STAT1 blocker -1.
`CCN(CC)S(=O)(=O)c1ccc(NC2c3ccccc3C(=O)N2Cc2ccco2)cc1` (stereo not drawn) gave STAT3 inh 10, STAT1 activator 97, NF-kB neuron act 0.7, Hsp70 act 0.4, APP 5'UTR act -17, Efa HMGR inh -6, STAT3 activator 99, TLR4-MyD88 BLA -8, Redox H2O2 prof 0.3 and STAT1 blocker 4.
For COc1ccc(CCNC(=O)Nc2ccc3c(c2)OCO3)cc1OC the results were STAT3 inh 11, STAT1 activator 95, NF-kB neuron act 1.1, Hsp70 act -0.1, APP 5'UTR act 11, Efa HMGR inh -4, STAT3 activator 95, TLR4-MyD88 BLA -2, Redox H2O2 prof 0.2 and STAT1 blocker 3.
Screening COc1ccc(N2CCN(C(=O)CCCC3=NS(=O)(=O)c4ccccc4N3)CC2)cc1 returned STAT3 inh 4, STAT1 activator 101, NF-kB neuron act 1, Hsp70 act -0.3, APP 5'UTR act -4, Efa HMGR inh -4, STAT3 activator 100, TLR4-MyD88 BLA -11, Redox H2O2 prof 1.1 and STAT1 blocker -1.
Screening N#C/C(=C\Nc1ccccc1SC(F)(F)F)c1nc(-c2ccc(F)cc2)cs1 returned STAT3 inh 1, STAT1 activator 100, NF-kB neuron act 1.1, Hsp70 act -0.4, APP 5'UTR act -6, Efa HMGR inh -7, STAT3 activator 100, TLR4-MyD88 BLA 11, Redox H2O2 prof 1.1 and STAT1 blocker -1.
`COc1cccc(/C=N/NC(=S)Nc2cccnc2)c1` gave STAT3 inh 14, STAT1 activator 107, NF-kB neuron act 1.8, Hsp70 act -0.1, APP 5'UTR act 44, Efa HMGR inh -3, STAT3 activator 95, TLR4-MyD88 BLA 3, Redox H2O2 prof -0.9 and STAT1 blocker -7.
Screening O=C(CC1CCCCC1)Nc1nc2ccccc2s1 returned STAT3 inh -8, STAT1 activator 155*, NF-kB neuron act 3, Hsp70 act 1.9, APP 5'UTR act 133, Efa HMGR inh -2, STAT3 activator 110, TLR4-MyD88 BLA 4, Redox H2O2 prof -1.4 and STAT1 blocker -60.
CCOC(=O)N1CCN(Cc2nc(-c3cccc(Cl)c3)no2)CC1 was read as STAT3 inh 3, STAT1 activator 100, Hsp70 act 0.1, APP 5'UTR act -14, Efa HMGR inh -5, STAT3 activator 102, TLR4-MyD88 BLA -6, Redox H2O2 prof -0.1 and STAT1 blocker -1.
CC(=O)O[C@@H]1[C@@H](OC(C)=O)[C@H](n2ccc3cc([N+](=O)[O-])ccc32)OC[C@@H]1OC(C)=O was read as STAT3 inh 8, STAT1 activator 94, NF-kB neuron act 1.4, Hsp70 act -0.3, APP 5'UTR act -7, Efa HMGR inh -1, STAT3 activator 97, TLR4-MyD88 BLA 3, Redox H2O2 prof 2.2 and STAT1 blocker 6.
`CCCCOc1ccc(/C=N/NC(=S)Nc2cccc(C)c2C)cc1` gave STAT3 inh 10, STAT1 activator 93, NF-kB neuron act 1, Hsp70 act -0.4, APP 5'UTR act 1, Efa HMGR inh -1, STAT3 activator 92, TLR4-MyD88 BLA -6, Redox H2O2 prof 0.6 and STAT1 blocker 8.
CCC(C)C(NC(=O)c1ccccc1NC(=O)c1ccco1)C(=O)NC1CCCCC1 (stereo not drawn) was read as STAT3 inh -2, STAT1 activator 91, NF-kB neuron act 0.91, Hsp70 act -0.1, APP 5'UTR act -5, Efa HMGR inh -5, STAT3 activator 106, TLR4-MyD88 BLA 7, Redox H2O2 prof -1.0 and STAT1 blocker 8.
`O=C1C[C@@H](c2ccc(O[C@@H]3O[C@H](CO)[C@@H](O)[C@H](O)[C@H]3O)cc2)Oc2cc(O)ccc21` gave STAT3 inh 6, STAT1 activator 97, NF-kB neuron act 1.2, Hsp70 act 0.1, APP 5'UTR act 7, Efa HMGR inh -5, STAT3 activator 93, TLR4-MyD88 BLA -3, Redox H2O2 prof 0.2 and STAT1 blocker 3.
Screening COC(=O)/C(=N/Nc1ccccc1C)N1CCCc2ccccc21 returned STAT3 inh -8, STAT1 activator 98, NF-kB neuron act 1.1, Hsp70 act -0.3, APP 5'UTR act -26, Efa HMGR inh -2, STAT3 activator 106, TLR4-MyD88 BLA 4, Redox H2O2 prof 0.1 and STAT1 blocker 2.
`Cc1ccc(SC(C)C(=O)Nc2c(C)n(C)n(-c3ccccc3)c2=O)cc1` (stereo not drawn) gave STAT3 inh -1, STAT1 activator 99, NF-kB neuron act 1, Hsp70 act -0.3, Efa HMGR inh -4, STAT3 activator 101, TLR4-MyD88 BLA 12, Redox H2O2 prof 7.4 and STAT1 blocker 2.
Clc1ccc(Oc2cnns2)c(Cl)c1 was read as STAT3 inh 5, STAT1 activator 99, NF-kB neuron act 1.1, Hsp70 act -0.1, APP 5'UTR act -10, Efa HMGR inh -2, STAT3 activator 99, TLR4-MyD88 BLA 6, Redox H2O2 prof 0.8 and STAT1 blocker 2.
For COc1ccccc1-n1c(=O)c2c3c(sc2n2c(SC)nnc12)CCC3 the results were STAT3 inh 9, STAT1 activator 89, Hsp70 act 0.2, APP 5'UTR act -12, STAT3 activator 94, TLR4-MyD88 BLA 2, Redox H2O2 prof 0.4 and STAT1 blocker 12.

High-throughput results from PubChem BioAssay.
